# Bioassay records as filed in PubChem.
# Peg3 imprint – induces erasure of genomic imprints in mouse ES cells. mouse ES Peg3-LacZ reporter, beta-gal luminescence, 40 h. Potency, µM (top dose mostly 60.7 µM), for inactives: at the highest dose activity change, positive = activation, usual class: activators. actives 0.02% (n = 110,000);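 also: 0% = negative control wells on the plate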
#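 Each well holds 300 Peg3LacZ-Neo (maternal) female ES cells incubated 40 h at 37C, 5% CO2. LacZ is measured by BetaGlo luminescence, with AC50 and maximum efficacy derived from dose-response curves.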
# IkB sig inh – suppresses IkB signaling in ABC-DLBCL reporter cells | ABC-DLBCL IkBa-CBG/CBR dual luciferase ratio, 4 h; response scale: scaled: untreated 0%, proteasome inhibitor 100% | Potency, µM (top dose mostly 57.1 µM), without a hit: at the highest dose IkBa stabilization activation | AID 445 | actives 0.04% (n = 110,000); active = well fitted curve in the direction sought with a large enough effect in the signal ratio, not every such curve was filed as active; inconclusive = small, poorly fitted or top-dose-only effect, or a change in a side signal; the % refers to the signal ratio;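 also: the direction sought is a rising ratio; 0% = basal untreated cells and 100% = reference inhibitor full response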
#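 Curves were fitted separately to fusion (green), unfused (red) and ratio luminescence, then classed by r2, magnitude and activity. Cells: OCI-Ly3, 4 h compound plus doxycycline at 37C; 10 uM MG-132 defined full response.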
# p53ts 32C kill – cytotoxicity in p53ts cells at permissive temperature | H1299-p53A138V at 32C, ATP luminescence viability, 24 h | Potency, µM (doses to about 46.1 µM), without a hit: at the top dose activity change, negative = cytotoxicity, most hits filed as cytotoxic | actives 0.93% (n = 130,000);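 also: 0% = DMSO and -100% = full killing by reference compound; nearly all actives have a fitted effect of over 55% in size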
#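 Viability by ATPlite luminescence after 24 h compound treatment (up to 46 uM) at the permissive 32C. Cells are H1299 carrying p53 A138V. Scale runs from DMSO basal to 100 uM tamoxifen as full kill; AC50 from Hill fits.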
# p53ts 39C kill – cytotoxicity in p53ts cells at nonpermissive temperature; H1299-p53A138V viability at 39C, ATP luminescence, 24 h; Potency, µM (titrated, usually from 46.1 µM), for inactives: top-dose activity change, negative = cell killing, hits mostly cytotoxic; AID 902; actives 1.5% (n = 130,000); also: nearly all actives have a fitted effect of over 55% in size
# * = called active by the depositor; ? = inconclusive; . = no result given; [ ] = another dose, or the depositor's remark. Unless noted, calls follow the shape of the dose curve; as a rule, active = well fitted curve in the direction sought with a large enough effect; inconclusive = small, poorly fitted or top-dose-only effect, or another doubt; inactive = no such curve, though single readings can be large; an effect the other way counts as inactive or inconclusive. Unless noted, % is scaled to controls: 0 for no effect and ±100 for the full control effect; potency is read from the fitted curve at half-maximal effect.
SMILES,Peg3 imprint,IkB sig inh,p53ts 32C kill,p53ts 39C kill
CCCc1nnc(NC(=O)C(CC)Sc2nnc3c4ccccc4n(C)c3n2)s1 (stereo not drawn),-1%[10.9 µM],2.5%,-3%,3%
COC(=O)N1CCC2(CC1)CN(C(=O)Nc1cccc(C#N)c1)C2,.,0.1%[11.4 µM],2%,6%
N#CCc1c(C#N)c(N)nc(N2CCN(S(=O)(=O)c3ccccc3)CC2)c1C#N,-16%,-1.3%,-19%,-10%
O=C(NCc1ccccc1)c1ccc(CNS(=O)(=O)c2ccc(Br)cc2)cc1,?,0.1%,5%,1%
Cc1cc(C)cc([N+](=O)[O-])c1,2%,1.3%,5%[1.84 µM],-3%
CCOC(=O)CNC(=O)c1sc2nc(C)cc(C)c2c1N,-6%,-2.5%,-11%,-2%
COC(=O)c1c(N2C(=O)CCC2=O)sc2c1CCCC2,-6%,1.2%,-4%,0%
CCOC(=O)c1cnn(-c2ccccc2)c1NC(=O)c1cccs1,-5%,0.7%,0%,5%
COC(=O)C(NC(=O)CCc1c(C)nc2c(-c3ccccc3)c(C)nn2c1C)C(C)C (stereo not drawn),-10%[10.9 µM],?,2%,-25%
C[C@H](NC(=O)NCc1cccs1)C(=O)O,?,-1.4%,7%,7%
C=C[C@](C)(O)CCC1C(=C)CC(O)C2C(C)(C)CCCC12C (stereo partly drawn),-7%,.,-20%,?
O=C(Nc1nnc(N2CCCC2)s1)Nc1cc(F)ccc1F,-14%[10.9 µM],0.0%,-3%,-7%
COc1cccc(CNC(=O)c2ccc3c(c2)N(Cc2ccc(C(F)(F)F)cc2)C(=O)c2ccccc2S3)c1OC,-10%[10.9 µM],-0.8%,21%,-20%
c1ccc(-n2ncc3c(NCCCN4CCOCC4)ncnc32)cc1,.,.,-19%,-11%
N#Cc1nc(COc2ccc(-c3ccccc3)cc2)oc1NCCCN1CCOCC1,-35%[inhibitor],?,-4%,-12%
COc1cccc(NC(=O)Cn2c(=O)n(-c3ccc(Cl)cc3)c(=O)c3oc4ccccc4c32)c1,-11%[10.9 µM],4.5%,-4%,-22%
O=C(CCn1c(=O)c2ccccc2n(Cc2cc(=O)n3ccccc3n2)c1=O)NCc1ccco1,-1%,2.7%,9%,-18%
CCc1c(C)nc2cc(-c3ccc(OC)c(OC)c3)nn2c1N1CCCC1,-21%,0.2%,7%,-8%
COCCn1c(=O)c(C)nc2cnc(Oc3cccc(Cl)c3)nc21,-14%,-0.3%[11.4 µM],-2%,5%
O=C(NCc1ccc2c(c1)OCO2)c1c(O)c2cccc3c2n(c1=O)CCC3,-3%,0.8%,0%,7%
Cc1nn(C(C)C(=O)NCc2ccco2)c(=O)c2nn(-c3ccccc3)c(C)c12 (stereo not drawn),9%[10.9 µM],1.2%,7%,0%
Cc1cc(C)cc(-n2c(SCC(=O)N3CCOCC3)nc3c([nH]c4ccccc43)c2=O)c1,?,0.9%,0%,-26%
CC(=O)Nc1ccc(S(=O)(=O)n2cnc3cc(C)c(C)cc32)cc1,-18%,2.1%,-19%,-18%
CNC(=O)c1c(NC(=O)Cc2coc3ccc(OC)cc23)sc2c1CCCC2,3%[10.9 µM],?,5%,-20%
Cc1nn(-c2ccccc2)c(C)c1NC(=O)Cc1cccs1,-5%,2.4%,2%,15%
CC(=O)Nc1ccc(S(=O)(=O)N2CCN(c3cc(C)ccc3C)CC2)cc1,-10%,?,4%,-7%
Cc1ccc(Nc2nnc(-c3cc4c(ccc5ccccc54)oc3=O)s2)cc1,-10%[10.9 µM],2.3%,-5%,16%
CC(=O)N1CC2(C)CN(C(C)=O)CC(C)(C1)C2,-8%,1.5%,4%,11%
O=C(Nc1ccc(N2CCOCC2)c(Cl)c1)c1ccco1,-35%[inhibitor],3.7%,13µM*,16µM*
CCOc1ccccc1Nc1ccc(C(=O)O)cc1NC(C)=O,-10%,1.4%,12%,4%
Cc1nnsc1C(=O)Nc1ccccc1Cl,-6%,-0.9%,-1%,-11%
c1ccc(-c2csc(-n3cnnn3)n2)cc1,-1%,0.2%,0%,3%
CCN(CC)S(=O)(=O)c1ccc(NC(=O)c2c(C)oc3ncnc(N4CCCCC4)c23)cc1,15%[10.9 µM],?,7%,8%
CCOC(=O)c1c(NC(C)=O)c2c3c(sc2n1Cc1ccc(Cl)cc1)CCCC3,-6%[10.9 µM],?,11%,5%
Cc1cccc(NC(=O)CSc2nc(=O)n(Cc3cccnc3)c3c2CCC3)c1,5%[10.9 µM],?,6%,-3%
CCOC(=O)c1c(C)[nH]c(C)c1S(=O)(=O)N1CCCC(C(=O)Nc2cc(C)ccc2C)C1 (stereo not drawn),6%[10.9 µM],0.5%,4%,-6%
COc1cc(OC)c(NC(=O)c2c3c(nc4ccccc24)C(=O)N(C2CCCCC2)C3)cc1Cl,-3%[10.9 µM],?,-27%,?
O=C(NCc1cccc(F)c1)c1ccc(CS(=O)c2ccccc2Cl)o1 (stereo not drawn),-9%[10.9 µM],?,5%,10%
Cc1ccc(NC(=O)C2CCN(S(=O)(=O)c3cccs3)CC2)cc1,-16%[10.9 µM],-0.9%,-9%,-28%
O=C(CCN1CCOCC1)c1ccc2c(c1)OCCO2,.,.,?,-9%
Cc1ccc(Nc2sc(C(=O)c3ccccc3)c(N)c2C(=O)NC(C)C)cc1,14%[10.9 µM],?,12%,-21%
O=C(CCn1nc(-c2ccccc2)ccc1=O)N1CCCC1,-3%,-2.2%,5%,-9%
CC(C)N(Cc1nc(-c2ccccc2)no1)C(=O)CN(C)S(=O)(=O)c1ccccc1,-26%,2.0%,-3%,2%
CCOC(=O)c1cc(OC(=O)c2cccc(C)c2)n(-c2ccccc2)n1,-24%[10.9 µM],7.7%,-5%,4%
CC(C)(C)C(=O)CCN1C(=O)C2(OCCO2)c2ccccc21,.,-1.3%,-1%,-10%

# Compounds listed so far that have fluorine:
SMILES,Peg3 imprint,IkB sig inh,p53ts 32C kill,p53ts 39C kill
O=C(Nc1nnc(N2CCCC2)s1)Nc1cc(F)ccc1F,-14%[10.9 µM],0.0%,-3%,-7%
COc1cccc(CNC(=O)c2ccc3c(c2)N(Cc2ccc(C(F)(F)F)cc2)C(=O)c2ccccc2S3)c1OC,-10%[10.9 µM],-0.8%,21%,-20%
O=C(NCc1cccc(F)c1)c1ccc(CS(=O)c2ccccc2Cl)o1 (stereo not drawn),-9%[10.9 µM],?,5%,10%

# Compound profiles (already shown):
# Entry for `CCOC(=O)c1c(C)[nH]c(C)c1S(=O)(=O)N1CCCC(C(=O)Nc2cc(C)ccc2C)C1` (stereo not drawn) = Peg3 imprint = 6%[10.9 µM]; IkB sig inh = 0.5%; p53ts 32C kill = 4%; p53ts 39C kill = -6%
# Entry for `Cc1nnsc1C(=O)Nc1ccccc1Cl` = Peg3 imprint = -6%; IkB sig inh = -0.9%; p53ts 32C kill = -1%; p53ts 39C kill = -11%
# Entry for `Cc1ccc(Nc2sc(C(=O)c3ccccc3)c(N)c2C(=O)NC(C)C)cc1` = Peg3 imprint = 14%[10.9 µM]; IkB sig inh = ?; p53ts 32C kill = 12%; p53ts 39C kill = -21%

# Following part:
SMILES,Peg3 imprint,IkB sig inh,p53ts 32C kill,p53ts 39C kill
Cc1ccc(C)c(NC(=O)c2nnn(Cc3ccc(F)cc3Cl)c2N)c1,-6%[10.9 µM],?,-12%,-24%
CCN(CC)C(=O)C1CCN(Cc2cccc(OCc3ccccc3)c2)CC1,.,1.1%,-14%,-1%
CCn1c(=O)c2sccc2n2c(CCC(=O)Nc3ccc(C(C)C)cc3)nnc12,-12%[10.9 µM],?,6%,9%
O=C(CN1C(=O)COc2ccccc21)NCc1ccc(C(=O)O)cc1,10%,-0.7%,6%,6%
C=CCNc1ncnc2c1cnn2-c1ccc(OC)cc1,.,.,?,?
COc1ccc(-c2noc(C3CC(=O)N(c4cc(C)cc(C)c4)C3)n2)cc1 (stereo not drawn),-4%[10.9 µM],?,-2%,?
NC(=O)C1(N2CCCCC2)CCN(C2CC(=O)N(Cc3cccs3)C2=O)CC1 (stereo not drawn),-8%,0.6%,-6%,4%
O=C(CCCNS(=O)(=O)c1cccc2nsnc12)NCc1ccc(Cl)cc1,-4%,2.4%,21%,-9%
O=C1NC2=C(C(=O)c3ccccc32)C(c2ccccc2)N1 (stereo not drawn),2%,-0.7%,26%,-7%
CCOc1ccc(-n2c(=O)c3c(C)c(C)sc3n(Cc3c(F)cccc3Cl)c2=O)cc1,-6%[10.9 µM],-1.9%,7%,11%
Cc1ccc(CCNC(=O)c2sc3ncccc3c2-n2c(C)ccc2C)cc1,-11%[10.9 µM],?,11%,-13%
N#Cc1ccccc1NC(=O)CSc1nccn1CCc1ccccc1,-24%,1.3%,5%,3%
CC(C)NC[C@H](O)c1ccc2ccccc2c1,-12%,0.2%,1%,0%
CCCC1=Nc2cc(C(=O)NCCOC)ccc2Sc2ccccc21,-20%[10.9 µM],?,2%,-14%
CNS(=O)(=O)c1cn(CC(=O)N2CCN(c3ccc(C)cc3C)CC2)cc1S(=O)(=O)NC,-6%[10.9 µM],?,8%,-14%
CCCOc1cccc(NC(=O)c2cc(C)oc2C)c1,-15%,?,-11%,0%
O=S(=O)(N1CCCCC1)N1CCN(c2ccc(F)cc2)CC1,-13%,0.5%,1%,7%
O=C1CC(c2ccccc2)Cc2[nH]c(=O)c(C(=O)Nc3ccc(OC(F)(F)F)cc3)cc21 (stereo not drawn),7%[10.9 µM],0.7%,2%,7%
CC(=O)c1ccc(N2CCN(C(=O)c3cc4c(-c5ccccc5F)nn(C)c4s3)CC2)cc1,-24%,?,6%,15%
CCCS(=O)(=O)N1CCN(CCCc2ccccc2)CC1,26%,0.3%,2%,14%
COC(=O)[C@@]1(Cc2ccc(OC)cc2)[C@H]2c3cc(C(=O)N4CCCC4)n(CCN4CCOCC4)c3C[C@H]2CN1C(=O)c1ccccc1,-5%,.,-3%,7%
Cc1cc2ccccc2cc1CN1CCOCC1,2%,1.3%,-4%,-5%
COc1ccc(N2CC(NC(=O)c3cc4ccccc4o3)CC2=O)cc1 (stereo not drawn),3%[10.9 µM],1.7%,-3%,?
Cc1cccc(NC(=O)C(=O)NCCc2csc(-c3ccc(F)cc3)n2)c1C,-7%[10.9 µM],?,-3%,-12%
N=C1/C(=C\c2ccc(-c3cc(Cl)cc(Cl)c3)o2)C(=O)N=C2SC=C(c3ccccc3)N12,.,.,-4%,-10%
O=C(c1ccc2c(c1)OCO2)N1CCCC(c2ccccc2)C1 (stereo not drawn),-6%,0.2%,-6%,-9%
Cc1nc2ccccc2nc1-c1ccc(N=[N+]([O-])c2ccc(-c3nc4ccccc4nc3C)cc2)cc1,9%[10.9 µM],1.7%[11.4 µM],-7%[9.22 µM],-5%[9.22 µM]
CC(=O)NCC(=O)OCC(=O)Nc1ccc(C(C)=O)cc1,10%,0.4%,-2%,2%
O=C(O)CCCn1nc(-c2ccccc2)c2ccccc21,2%,1.7%,3%,1%
CCC(NS(=O)(=O)c1ccc(C)cc1)C(=O)N1CCC2(O)CCCCC2C1 (stereo not drawn),15%,-0.9%,-1%,-5%

# Quoted from the listing.
# IkB sig inh with O=C(CN1C(=O)COc2ccccc21)NCc1ccc(C(=O)O)cc1 reads -0.7%
# p53ts 39C kill with Cc1ccc(Nc2sc(C(=O)c3ccccc3)c(N)c2C(=O)NC(C)C)cc1 reads -21%

# Going on with the list:
SMILES,Peg3 imprint,IkB sig inh,p53ts 32C kill,p53ts 39C kill
COc1ccc(CNC(=O)CCc2nc(-c3ccc(OC)cc3)no2)cc1,9%[10.9 µM],-1.0%,7%,-8%
O=S(=O)(c1ccc(-c2cnc(C3CC3)o2)cc1)N1CCN(c2ccccc2F)CC1,-14%[10.9 µM],?,-8%,-4%
COc1cccc(-n2c(SCC(=O)Nc3cc(C)on3)nc3c([nH]c4ccccc43)c2=O)c1,-17%,8.1%,30%,2%
O=C1c2ccccc2C(=O)N1CCn1nc(Cl)nc1Cl,16%,0.8%,1%,3%
CC1CCN(c2c(NCc3ccc(C(=O)NCC4COc5ccccc5O4)cc3)c(=O)c2=O)CC1 (stereo not drawn),-20%,4.4%,4%,2%
CCc1c(C)sc2c1CCN(Cc1ccccc1C#N)C2c1ccccc1 (stereo not drawn),-22%[10.9 µM],?,0%,-16%
COc1ccccc1OCC(=O)NNC(=O)C(=O)N1CCCC1,.,.,23%,4%
Cc1oc2c(c(C)cc3oc(=O)c(CC(=O)NCCc4ccccc4)c(C)c32)c1C,5%[10.9 µM],-0.4%,1%,3%
O=C(c1ccco1)n1nc(NCc2ccccc2)nc1NCc1ccccc1,-3%,0.6%,4%,-3%
